# Compound activity (PubChem BioAssay)
# PTEN del growth – growth suppression of PTEN-null HCT116, primary screen, cell-based, CellTiter-Glo; viability, % at 10 µM; HCT116 PTEN-null viability, 60 h; active compounds read low; 140,000 tested, 1.2% active;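 active means viability at or below a set limit, 4 SD under the median of all tested compounds, cut at about 3.7% in these data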;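 further: PTEN knockout HCT116 line with beta catenin targeted HCT116 as companion control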
# MRP1 act – H69AR viability gain despite doxorubicin, primary screen, MRP-1 activator project, H69AR cells, CellTiter-Glo; viability rescue; viability increase, % at 10 µM; 140,000 tested, 0.61% active; AID 799, 2007;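 active means viability gain under doxorubicin at or above a set limit, the compound median plus 3 SD, cut at about 4.7% in these data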;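 further: MRP-1 overexpressing cells given doxorubicin 25 µM after compound pretreatment; 18-22 h compound pretreatment then 72 h with doxorubicin before readout; 0% = doxorubicin-only wells and 100% = vehicle-treated cells without doxorubicin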
# BB579 growth dn – growth inhibitors of yeast BB579 in restrictive medium, primary screen, yeast lifespan-shortening project, S. cerevisiae | inhibition, % at 10 µM | OD615, 48 h | AID 804, 2007 | 140,000 tested, 0.51% active;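 active means inhibition above a set limit, 3 SD over the mean compound inhibition, cut at about 44% in these data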; further: inactives centre near -24
#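 Test system: S. cerevisiae DeaD strain BB579 yeast; Medium: restrictive CSMM-D medium; Compound: one dose, 10 µM compound with 0.25% DMSO; Incubation: 4 h cell preincubation, 48 h compound exposure, 30 °C humidified; Signal: OD at 615 nm; Benchmarks: amphotericin B at 10 µg/mL as positive control.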
# Yeast life ext – compounds extending yeast replicative lifespan, primary screen, S. cerevisiae, OD615; 130,000 tested, 0.68% active; S. cerevisiae growth with nicotinamide; deaD strain in restrictive glucose medium; inhibition of the nicotinamide effect, % at 10 µM;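 active means inhibition above a set limit, placed 3 SD over the median of all compounds, cut at about 26% in these data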;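 further: 0% = nicotinamide-treated wells and 100% = cells grown without nicotinamide; some compounds called inactive have numbers as strong as hits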
#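 System: Modified budding yeast, DeaD strain | Buffer or medium: Restrictive glucose medium | Also added: 1.5 mM nicotinamide | Doses: 10 µM single point, 0.25% DMSO | Schedule: 48 h compound exposure at 30 °C, humidified | Detection: Absorbance at 615 nm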
# E-sel TNF inh – E-selectin induction blockers in HUVEC – imaging, immunofluorescence, high content, primary screen. 120,000 tested, 0.71% active. HUVEC TNFa-induced E-selectin immunofluorescence. inhibition, % at 2 µM;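 active means inhibition above the batch mean plus 3 SD, and confirmed as a hit on visual image review, cut at about 43% in these data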;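 further: 0% = TNF-stimulated DMSO wells and 100% = unstimulated control wells; not every result past the cut was called active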
# GALR2 blocker – GALR2 antagonists in receptor-expressing cells, primary screen; antagonist mode; 140,000 tested, 0.39% active; Galanin receptor type 2 (Homo sapiens), O43603; inhibition, % at 4 µM; in the data active means inhibition above about 27%;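 further: cells stimulated with galanin 1-16 at roughly its EC80; 0% = agonist challenge control and 100% = basal control without agonist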
# Target sequence (O43603 whole entry, looked up): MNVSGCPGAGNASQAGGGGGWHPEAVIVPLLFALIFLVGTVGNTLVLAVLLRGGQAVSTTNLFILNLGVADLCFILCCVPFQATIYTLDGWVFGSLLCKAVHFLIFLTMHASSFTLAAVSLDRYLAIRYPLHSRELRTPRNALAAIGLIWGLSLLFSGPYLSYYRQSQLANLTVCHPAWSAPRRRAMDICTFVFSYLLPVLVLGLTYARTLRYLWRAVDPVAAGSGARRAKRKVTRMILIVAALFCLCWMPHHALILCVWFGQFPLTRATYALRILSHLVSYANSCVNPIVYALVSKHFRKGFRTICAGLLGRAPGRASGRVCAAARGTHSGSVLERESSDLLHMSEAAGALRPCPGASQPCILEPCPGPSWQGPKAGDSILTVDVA
# bCat KO growth – primary screen for growth suppressors in beta-catenin knockout HCT116 cells (colon tumor, human) | HCT116 beta-catenin knockout viability, CellTiter-Glo, 60 h; active compounds read low | 140,000 tested, 1.5% active | viability, % at 10 µM | AID 818, 2007;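 active means viability at or under a set limit, the compound median less 4 SD, cut at about 6% in these data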;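 further: 0% = Hyamine 1622 control at 20 µM and 100% = untreated cell control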
# Measles CPE – compounds protecting cells from measles virus cytopathic effect, primary screen, measles RdRp inhibitor project, single point, MLSMR library, absorbance | Measles virus-infected cells, CPE protection | protection (pct of control), % at 4 µM | 140,000 tested, 1.5% active | AID 841, 2007; in the data active means protection mostly above about 24%, no sharp cut-off; inactive means mostly below about 26%; further: some compounds called inactive have numbers as strong as hits
# NPY Y2 blocker – NPY-Y2 receptor antagonists, primary screen, cell-based; Neuropeptide Y receptor type 2 (Homo sapiens), P49146; NPY-Y2 expressing cells, antagonist mode; inhibition, % at 2.7 µM; 140,000 tested, 0.99% active; in the data active means inhibition above about 17%;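 further: 0% = vehicle with agonist challenge and 100% = reference antagonist with challenge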
# Target sequence (P49146 whole entry, looked up): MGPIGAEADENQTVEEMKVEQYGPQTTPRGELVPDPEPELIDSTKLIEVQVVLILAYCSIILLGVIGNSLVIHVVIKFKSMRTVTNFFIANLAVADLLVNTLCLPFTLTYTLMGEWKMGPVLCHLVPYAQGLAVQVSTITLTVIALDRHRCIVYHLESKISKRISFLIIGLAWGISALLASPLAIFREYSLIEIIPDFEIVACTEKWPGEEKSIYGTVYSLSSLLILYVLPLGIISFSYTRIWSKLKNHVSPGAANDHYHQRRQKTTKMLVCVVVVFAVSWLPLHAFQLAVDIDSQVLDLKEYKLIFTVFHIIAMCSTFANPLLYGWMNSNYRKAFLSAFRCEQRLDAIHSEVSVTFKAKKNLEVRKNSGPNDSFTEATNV
# Phagocyt inh – inhibitors of macrophage phagocytosis, primary screen, imaging, J774A.1 cells, IgG beads; J774A.1 macrophage IgG-bead phagocytosis; inhibition, % at 5 µM; 110,000 tested, 0.07% active; AID 1029, 2008;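 active means inhibition above the mean of the plate negative controls plus 5 SD, cut at about 13% in these data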;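 further: phagocytic index as fraction of beads internalized from green versus red external bead signal; plate controls were DMSO negative control for no effect and cytochalasin-D positive control for full effect; some results beyond the cut were filed as inactive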
# The depositor's hits bear a star; x = not tested or not shown.
SMILES,PTEN del growth,MRP1 act,BB579 growth dn,Yeast life ext,E-sel TNF inh,GALR2 blocker,bCat KO growth,Measles CPE,NPY Y2 blocker,Phagocyt inh
Cc1ccc(Cn2cccc(NC(=O)NCc3ccccc3)c2=O)cc1,79,-2.5,4,-11,-7,2,78,1,7,x
Cc1nnc(NC(=O)C2CCCCC2)s1,93,-2.8,0,1,-37,1,94,6,7,2
Cc1ccc(NC(=O)COC(=O)c2ccnn2C)cc1,108,0.2,-60,-14,-36,16,99,20,1,-1
CCCNS(=O)(=O)c1ccc(CCC(=O)Nc2ccc3c(c2)OCO3)cc1,92,-2.0,-37,-6,-10,0,93,20,0,-1
O=C(CNS(=O)(=O)c1ccccc1F)Nc1ccc(N2CCOCC2)cc1,92,-1.8,-31,-23,0,-20,75,8,0,0
Cc1ccc(-c2nn(-c3ccccc3)cc2C=C2C(=O)CC(C)(C)CC2=O)cc1,13,-5.5,-52,5,-30,2,20,12,2,x
NC12CC3CC(C1)CC(CO)(C3)O2,93,-1.9,-16,-1,x,15,95,19,-1,0
CCN(Cc1ccccc1)S(=O)(=O)c1ccc(S(=O)(=O)N(Cc2cccc(OC)c2)CC2CCCO2)cc1 (configuration not stated),81,-2.3,-51,-1,-5,14,85,23,-1,0
Cn1c(SCC(=O)N2CCCc3ccccc32)nnc1-c1cccs1,103,0.2,16,-12,3,2,109,5,5,0
Cc1ccc2c(CC(=O)N3CCc4ccccc43)coc2c1,82,-0.6,4,-16,-6,7,73,23,4,0
CC1CC(C(F)F)n2nc(C(=O)O)cc2N1 (configuration not stated),93,-1.4,-29,-4,2,1,92,19,1,0
CCn1cc([N+](=O)[O-])nc1C,101,1.2,-29,1,x,-8,86,5,3,x
O=C(Nc1ccc(-c2nnc3n2CCCCC3)cc1)c1cc2ccccc2o1,97,0.1,-58,0,1,7,94,2,0,3
COc1ccc([N+](=O)[O-])cc1NC(=O)Cc1ccc(Cl)cc1,64,-3.6,-29,-4,x,-11,63,8,0,-11
COC(=O)C1=C(C)N=C2SCCC(=O)N2C1c1cccs1 (configuration not stated),95,-1.0,20,-15,x,10,86,2,3,-1
Cc1onc(-c2ccccc2Cl)c1C(=O)Nc1ccccc1,90,-0.9,-28,x,-7,1,85,16,1,x
Cc1cccc(N2CCN(C(=O)c3ccncc3)CC2C)c1 (configuration not stated),71,-3.9,4,-12,-11,-3,82,3,-2,-1
O=C(c1noc2c1CCCC2)N1CCCCC1,99,-1.0,-23,-2,-50,-1,98,23,2,-4
Cc1cc(NC(=O)CSc2nc3cc4c(cc3c(=O)n2CCc2ccccc2)OCO4)no1,59,-1.4,-2,-14,-21,-2,44,2,3,0
C=CCNC(=O)c1onc(CSc2cccc(C)c2)c1C(=O)O,98,-0.8,-29,-3,7,4,103,3,11,x
Cc1c(NC(=O)C2CCCN2S(=O)(=O)c2cccc3nsnc23)cccc1C(=O)O (configuration not stated),130,-0.1,14,-4,-7,-4,90,10,2,0
CCCCC(=O)Nc1ccc(C(=O)N2CCN(C)CC2)cc1,92,1.5,-38,-20,4,-1,105,6,0,-1
COC(=O)c1ccccc1NC(=O)CSCC(=O)Nc1ccc(F)cc1,103,-4.3,-14,-19,-47,-5,103,3,3,1
CCOC(=O)C1=C(c2ccccc2)NC(=S)NC1c1cc([N+](=O)[O-])ccc1OC (configuration not stated),76,-5.3,-32,-6,-28,-9,80,22,5,-6
O=C(Cn1nnc2ccccc2c1=O)N[C@@H](Cc1c[nH]c2ccccc12)C(=O)O,97,-1.0,5,3,x,7,88,24,2,-4
CCc1nc2scc(-c3ccccc3)c2c(=O)n1N,100,-0.5,-26,-8,0,-4,97,6,4,1
Cc1ccc(-n2c(C)n[nH]c2=S)cc1,102,0.0,-52,2,x,-7,96,38,5,-13
O=C1C(=O)N(CCO)C(c2cccc(F)c2)/C1=C(\O)c1ccc(Cl)cc1 (configuration not stated),98,-0.7,-18,-11,-5,-14,93,6,3,x
O=C(CSc1nc2ccccc2c(=O)n1Cc1ccco1)c1ccccc1,96,-0.1,-95,-4,-6,1,100,10,6,-2
O=C(O)CC1SC(=O)N(Cc2ccccc2)C1=O (configuration not stated),97,0.9,-42,0,-20,1,89,23,1,x

# 3 compounds already listed, ordered by length of the SMILES, largest number first.
SMILES,PTEN del growth,MRP1 act,BB579 growth dn,Yeast life ext,E-sel TNF inh,GALR2 blocker,bCat KO growth,Measles CPE,NPY Y2 blocker,Phagocyt inh
O=C(Cn1nnc2ccccc2c1=O)N[C@@H](Cc1c[nH]c2ccccc12)C(=O)O,97,-1.0,5,3,x,7,88,24,2,-4
Cc1cccc(N2CCN(C(=O)c3ccncc3)CC2C)c1 (configuration not stated),71,-3.9,4,-12,-11,-3,82,3,-2,-1
O=C(c1noc2c1CCCC2)N1CCCCC1,99,-1.0,-23,-2,-50,-1,98,23,2,-4

# The results go on:
SMILES,PTEN del growth,MRP1 act,BB579 growth dn,Yeast life ext,E-sel TNF inh,GALR2 blocker,bCat KO growth,Measles CPE,NPY Y2 blocker,Phagocyt inh
Cc1cc(C)c2oc(=O)cc(CN3CCOCC3)c2c1,102,-1.4,-19,x,-21,-14,99,5,7,x
COc1cc2[nH]c3c(N4CCN(c5ccc(Cl)cc5)CC4)ncnc3c2cc1OC,68,-2.8,-13,-24,x,-1,59,2,1,-1
Cc1cccc(C)c1NC(=O)COC(=O)c1nonc1N,101,-2.1,-7,-3,-18,5,90,8,1,0
COC(=O)Cc1c(C)c2ccc(O)c(CN3CCCC(C)C3)c2oc1=O (configuration not stated),85,-2.4,-22,1,-4,10,94,5,2,-2
Nc1ccccc1SCc1cn2ccccc2n1,94,-0.5,-19,5,11,-2,92,3,-1,-2
COc1ccc2c(c1)c(C(=O)CN1CCC3(CC1)OCCO3)c(C)n2C,90,-1.7,-66,-5,x,11,83,9,2,0
CCOCCCNCC(=O)Nc1ccc(OC(F)(F)F)cc1,99,-0.7,-13,-5,-23,5,95,6,3,-1
COc1cccc2cc(-c3nc(-c4cccs4)cs3)c(=O)oc12,93,-0.4,-34,-19,x,2,85,2,-2,-3
CCOC(=O)c1cccc(NC(=O)N[C@@H](C)C(=O)OC)c1,115,0.9,-67,-7,11,-7,106,5,0,-1
COc1ccc(CNC(=O)c2c(N)n(CCCN3CCOCC3)c3nc4ccccc4nc23)cc1,1.7*,-5.5,-38,-34,-12,-35,1.4*,5,11,-1
O=C(COc1ccc2c(c1)CCC2)NCc1cccc(Cl)c1,95,2.7,-43,5,-29,-6,96,9,6,-4
COC(=O)CCS(=O)(=O)c1cc(Cl)ccc1Cl,88,-0.1,9,-3,16,1,92,4,1,-1
CCN(CC)CCc1c(C)[nH]c(C(=O)OCc2ccccc2)c1C,85,-1.5,6,-9,-1,-2,79,25,4,1
Cn1c(CCN2CCCCC2)nc2cc(NC(=O)C3CCCCC3)ccc21,79,-3.9,-25,-16,x,2,78,2,2,0
O=c1[nH]c2c(c(=O)n1Cc1ccccc1)CCC2,100,-1.0,-17,-2,21,-8,103,10,3,-1
CC(NC(=O)Nc1cccnc1)(C(F)(F)F)C(F)(F)F,109,1.5,-1,-3,x,6,112,5,4,0
O=C(Nc1ccn(Cc2c(F)c(F)cc(F)c2F)n1)c1ccc(COc2cc(Cl)ccc2Cl)o1,54,2.8,-18,-13,3,-4,63,7,6,x
CC(=O)Nc1ccc(OC/C=C(\C)Cl)cc1,97,-0.9,-14,-10,x,-1,103,25,0,0
Cn1cnnc1SCC(=O)Nc1c(F)cc(F)cc1Br,111,-0.6,-35,0,11,-23,102,26,-3,0
S=c1nc[nH]c2c1[nH]c1ccccc12,96,-3.8,14,-10,-42,7,89,9,2,-1
COc1ccc(CCN(C(=O)C(F)(F)F)C(C(=O)NC2CCCCC2)c2ccc(C)s2)cc1 (configuration not stated),93,-2.6,-27,-6,x,6,88,6,1,0
CCC(Sc1nc(N)cc(N)n1)C(=O)O (configuration not stated),95,-1.3,-17,-5,17,-6,89,8,3,-2
CCCS(=O)(=O)N1CCCC(C(=O)NCCN(Cc2ccccc2)C(C)C)C1 (configuration not stated),95,0.0,-2,-4,17,6,85,19,4,x
Cc1cccc(C2=NN(c3ccc(Br)cc3)[C@@H](C(=O)N3CCOC3=O)[C@@H]2c2ccc(F)cc2)c1,60,-2.7,-53,12,-3,7,68,9,-1,x
O=C(CS(=O)CC(=O)Nc1ccc(Cl)cc1)NCC1OCCc2ccccc21 (configuration not stated),85,2.2,-2,-15,24,1,90,6,3,2
CNCC(C)COc1ccccc1OCc1ccccc1 (configuration not stated),74,-2.7,-17,1,9,4,65,10,16,-2
CCN=C1SC(CC(=O)NCC)C(=O)N1CC (configuration not stated),101,-0.5,-38,-7,-10,-6,102,1,1,x
Nc1ncnc2c1ncn2CCN1CCCCC1,89,0.2,-1,-10,-41,10,108,6,0,-2
CCOC(=O)CC(=O)CSc1nc(C)cc(-c2cccnc2)c1C#N,99,-1.6,-22,-8,-43,2,97,11,3,0
Cc1cccc(CC2S/C(=N/c3ccccn3)NC2=O)c1 (configuration not stated),71,10*,-40,x,-28,13,69,36,2,x
Cc1cccc(C)c1OCC(=O)Nc1ncn[nH]1,97,0.3,4,-11,5,7,102,13,3,-2
Cc1cc(N2CCN(c3ccc(F)cc3)CC2)nc(-c2ccccc2)n1,81,0.3,-7,x,7,-1,62,17,3,x
CCCC(=O)Nc1cccn(Cc2ccccc2Br)c1=O,98,-1.1,-43,6,-25,6,92,15,-1,0
COc1cc(/C=C(\NC(C)=O)C(=O)Nc2ccccc2C)ccc1OC(C)=O,92,-0.3,-8,-1,-14,0,92,4,1,-10
O=C(CN1CCCCC1)Nc1cccc(Oc2ccccc2)c1,79,-0.5,-26,-8,15,-9,74,13,1,0
C=CCc1ccc(OCC(O)COc2ccc(CC=C)cc2OC)c(OC)c1,64,-1.6,-11,-3,21,-5,68,28,9,0
CCc1c(O)nc2ccccn2c1=O,98,-1.0,-19,2,x,12,99,15,15,x
O=C(NC1=C(Nc2ccc(Cl)cc2)C(=O)c2ccccc2C1=O)c1ccccc1,49,-3.2,-28,8,x,1,34,1,-4,-9
Clc1cccc(CSc2nnc(-c3cccnc3)n2Cc2ccco2)c1,91,-0.9,-18,-7,11,-8,100,18,6,0
COc1ccc(-n2nnnc2-c2nc3ccccc3s2)cc1,82,-2.6,-34,0,x,9,83,2,2,-7
COc1ccc(/C=N/Nc2nc(C)c([N+](=O)[O-])c(N(C)c3ccccc3)n2)cc1OC,85,-0.7,-75,-3,x,-3,78,2,1,-2
Cc1ccc(C(=O)N/C(=C\c2ccco2)C(=O)NCCc2c[nH]c3ccccc23)cc1,67,-2.4,-13,2,x,-14,81,7,5,-2
